L3MBTL1 block = blocks human L3MBTL1. Potency, µM (top dose mostly 57.1 µM), for the others: top-dose activity, negative = inhibition, most hits filed as inhibitors. AlphaScreen L3MBTL1–H3K9me1 peptide binding. AID 485360. 230,000 compounds, 0.66% hits; active means well fitted inhibition curve with a large enough effect; inconclusive means small, poorly fitted or top-dose-only effect; inactive means no such curve, though single readings can be large or run the other way; further: nearly all actives have a fitted effect of over 60% in size
Target sequence (Q9Y468 whole entry, looked up): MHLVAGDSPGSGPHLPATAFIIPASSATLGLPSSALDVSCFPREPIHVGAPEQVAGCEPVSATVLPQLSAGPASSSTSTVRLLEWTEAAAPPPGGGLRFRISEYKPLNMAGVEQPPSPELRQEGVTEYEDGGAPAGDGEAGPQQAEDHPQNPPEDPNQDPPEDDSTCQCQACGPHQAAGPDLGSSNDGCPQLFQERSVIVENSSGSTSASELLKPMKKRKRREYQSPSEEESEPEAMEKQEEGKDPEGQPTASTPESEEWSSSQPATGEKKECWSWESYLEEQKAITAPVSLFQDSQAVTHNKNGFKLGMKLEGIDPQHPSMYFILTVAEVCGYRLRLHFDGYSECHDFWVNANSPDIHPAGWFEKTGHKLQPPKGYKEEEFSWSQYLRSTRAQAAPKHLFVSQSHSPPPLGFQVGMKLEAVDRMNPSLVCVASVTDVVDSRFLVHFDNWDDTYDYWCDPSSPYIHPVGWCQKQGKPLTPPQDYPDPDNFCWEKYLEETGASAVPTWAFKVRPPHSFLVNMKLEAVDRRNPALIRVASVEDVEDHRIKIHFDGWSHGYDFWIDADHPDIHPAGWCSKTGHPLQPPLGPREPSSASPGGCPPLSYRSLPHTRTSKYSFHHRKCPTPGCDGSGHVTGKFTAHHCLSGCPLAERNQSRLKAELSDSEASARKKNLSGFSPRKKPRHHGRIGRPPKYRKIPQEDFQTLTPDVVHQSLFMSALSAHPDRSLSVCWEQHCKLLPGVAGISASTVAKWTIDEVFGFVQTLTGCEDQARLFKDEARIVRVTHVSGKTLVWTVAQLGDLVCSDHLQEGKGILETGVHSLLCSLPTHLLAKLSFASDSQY
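Displacement of a biotinylated histone H3(1-15) peptide monomethylated at Lys9 (75 nM) from L3MBTL1 (50 nM) was measured by AlphaScreen after a 30 min room-temperature compound incubation; cefsulodin titration served as intraplate control.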
Starred values were filed as active, the others as inactive; ? = inconclusive; [ ] = remark or other dose. On the % scale 0 is the no-effect control and ±100 the full control effect; potency means the concentration at half of the fitted maximal effect. The list is partial, so the mix of outcomes need not match the whole.

mol	L3MBTL1 block
COc1ccc(-c2oc(=O)c3cc(OC)c(OC)cc3c2-c2ccc3c(c2)OCO3)cc1	-4%
CC(C)(C)c1ccc(C(=O)OCC(=O)N2CCC(c3ccccc3)=N2)cc1	1%
CCN(C[C@H]1N[C@@](Cc2ccccc2)(C(=O)OC)[C@H]2C(=O)N(C)C(=O)[C@@H]12)C(=O)Nc1ccccc1	0%
C=CCn1c(SCC(=O)N2CCCC2=O)nc2sc(CC)cc2c1=O	4%
CCc1noc(C)c1C(=O)Nc1ccc(C#N)cc1	4%
COC(=O)c1c(NC(=O)CN2C(=O)NC3(CCC(C)CC3)C2=O)sc2c1CCC2 (stereo unspecified)	-3%
O=S(=O)(Nc1ncnc2sccc12)c1cccc(F)c1	-16%
COc1ccc(OC)c(NC(=O)CSc2nc(O)cc(=O)n2CC(C)C)c1	-5%

Other entries.
mol	L3MBTL1 block
COc1ccc(C(=O)N[C@H](C(=O)NC2CCCCC2)C(C)C)cc1	0%
Cc1ccc(S(=O)(=O)n2cccc2CO)cc1	1%
O=S(=O)(c1ccc2c(c1)CCC2)N1CCNCC1	2%
CC(OC(=O)Cc1ccccc1F)C(=O)Nc1ccc(Cl)cn1 (stereo unspecified)	40%[activator]
Cc1cccc(NC(=O)C(=O)NCC2CCCN2S(=O)(=O)c2ccccc2)c1 (stereo unspecified)	-4%
CCN1CCN(c2ccc(S(=O)(=O)N3CCCCC3)cc2NC(=O)c2ccc([N+](=O)[O-])o2)CC1	-3%
COc1ccc(CNC(=O)c2csc3c2CCCC3)cc1	1%
COc1ccc(-c2cccc(NS(=O)(=O)c3ccc([N+](=O)[O-])cc3)c2)nn1	-3%

Next records:
mol	L3MBTL1 block
CCOc1ccc(S(=O)(=O)N2CCC(C(=O)OCc3cccc(OC)c3OC)CC2)cc1	9%
C[C@H](NC(=O)c1[nH]cnc1C(=O)Nc1cccc(Cl)c1)c1ccccc1	-4%
Cn1cccc1C(=O)Nc1ccc(N2CCOCC2)cc1	-7%
CC(OC(=O)c1cccc(-n2cnnn2)c1)C(=O)Nc1cccc(Cl)c1 (stereo unspecified)	6%
COCc1c(C(=O)OCC(=O)Nc2ccc(OC(F)F)cc2)oc2ccccc12	4%
CCN(C(=O)COC(=O)Cc1cccc2ccccc12)C1CCS(=O)(=O)C1 (stereo unspecified)	2%
CC(=O)c1ccc(NC(=O)CN2CCN(S(=O)(=O)c3ccc4ccccc4c3)CC2)cc1	-1%
COc1ccccc1N1CCN(C(=O)C2CCN(S(=O)(=O)c3ccccc3F)CC2)CC1	-3%

Further compounds
mol	L3MBTL1 block
O=C(COC(=O)/C=C/c1cccc(Cl)c1)NCc1cccs1	1%
CSCCC(NC(=O)c1ccccc1Cl)C(=O)NNC(=O)c1ccncc1 (stereo unspecified)	5%
COc1cccc(-c2noc(CCC(=O)N3CCN(c4cc(C)ccc4C)CC3)n2)c1	?
CCN(CC(=O)Nc1ccc2c(c1)OCCO2)C(=O)CCc1ccc(OC)cc1	-1%
NS(=O)(=O)c1ccc(CCNC(=O)c2ccc3nccnc3c2)cc1	16µM*
CC1CCCCN1C(=O)COC(=O)c1ccc(N2CCCC2=O)cc1 (stereo unspecified)	-1%
CC(C)Cn1c(SCC(=O)Nc2cccnc2Cl)nnc1-c1ccco1	1%
CCOc1ccc2[nH]c(C)c(CN3CCCCCC3)c(=O)c2c1	6%

Continued:
mol	L3MBTL1 block
COc1ccc2c(c1)OC[C@H]1[C@H]2N2C(=O)c3ccc(C)cc3NC(=O)[C@@]2(C)[C@H]1c1ccccc1	-7%
COc1ccc(N2CCN(C(=O)COC(=O)CCc3ccccc3OC)CC2)cc1	-2%
Cc1ccc(S(=O)(=O)N(C)C[C@@H]2Oc3ccc(NC(=O)Nc4cccc5ccccc45)cc3C(=O)N([C@H](C)CO)C[C@H]2C)cc1	0%
O=C(COC(=O)Cc1ccccc1F)NCCNC(=O)COC(=O)Cc1ccccc1F	-2%
O=C(COc1ccc(Cl)cc1Cl)OCC(=O)c1ccc[nH]1	-5%
CCOc1ccc(OCCC(=O)N(CC(=O)Nc2ccccc2C(F)(F)F)Cc2ccco2)cc1	-28%
O=S(=O)(c1ccc(Cl)s1)N1CCNCC1	-8%
CN(C)CCCNC(=S)N1CCN(c2nc(-c3ccccc3)cs2)CC1	-3%

The results go on.
mol	L3MBTL1 block
O=C1CSC(c2ccc(Cl)c(Cl)c2)N1c1nccs1 (stereo unspecified)	6%
CCN(CC(=O)Nc1c(F)cccc1F)C(=O)c1cccc(S(=O)(=O)N(C)c2ccccc2)c1	9%
C=CCC[C@@H](Cc1ccc(F)cc1)C(=O)OCCNC(=O)[C@@H](CC=C)CC(=O)N[C@H](CO)Cc1ccccc1	2%
O=C(CSc1cccc[n+]1[O-])NC1CCCCC1	1%
CC(OC(=O)CN1C(=O)NC2(CCCC2)C1=O)c1ccc(F)cc1 (stereo unspecified)	-6%
COc1ccc(S(=O)(=O)N2CCN(C(=O)CCSc3ccccc3)CC2)cc1	2%
COc1ccc(S(=O)(=O)N2CCCCC2)cc1NC(=O)CSc1ncccn1	-4%
COc1ccc(N2CC(C(=O)N(C)CC(=O)Nc3ccc(Cl)c(C(F)(F)F)c3)CC2=O)c(OC)c1 (stereo unspecified)	-4%

The results go on.
mol	L3MBTL1 block
O=c1ccc(S(=O)(=O)N2CCCC2)c[nH]1	5%
O=C(OCC(=O)c1ccc[nH]1)c1ccc(C(F)(F)F)cc1	-1%
c1ccc(-c2cc3cc4c(cc3cn2)OCO4)cc1	18%
O=C1CN(S(=O)(=O)c2ccccc2)CCN1	8%
CC(C)N1CCN(S(=O)(=O)c2ccc3ccccc3c2)CC1	-1%
CCc1noc(C)c1C(=O)Nc1nc(-c2ccccc2)c(C(C)=O)s1	1%
Cc1cc(Cl)ccc1NC(=O)CN1C(=O)C(=O)N(C2CCCC2)C1=O	-1%
O=C(CN1C(=O)C2CC=CCC2C1=O)NCC(=O)Nc1ccc(F)c(F)c1 (stereo unspecified)	-1%

(cont.)
mol	L3MBTL1 block
C[C@H](CO)N1C[C@H](C)[C@@H](CN(C)C(=O)Nc2ccc3c(c2)OCO3)Oc2ccc(NC(=O)Cc3ccccc3)cc2C1=O	-3%
CCOc1ccc(/C=C/C(=O)OC(C)C(=O)NC2CCCCC2C)cc1OC (stereo unspecified)	-6%
COc1ccc(C)cc1S(=O)(=O)Nc1cc2c3c(c1)CCC(=O)N3CCC2	-12%
O=C(O)c1cc(NS(=O)(=O)c2ccc(F)cc2)cc(NS(=O)(=O)c2ccc(F)cc2)c1	-9%
COc1ccccc1C(=O)NC(=O)COC(=O)c1cccc(OC(F)F)c1	7%
CC(OC(=O)C1CC(=O)N(Cc2ccco2)C1)C(=O)Nc1cccc(C#N)c1 (stereo unspecified)	-2%
Nc1nnc(SCC(=O)NNC(=O)c2ccccc2F)s1	-3%
O=C(c1ccccc1)C(c1ccccc1)c1ccccc1	42%[activator]

Shown with each value named: 4 of the compounds above.
canonical_smiles: COc1ccccc1C(=O)NC(=O)COC(=O)c1cccc(OC(F)F)c1
  L3MBTL1 block: 7%
canonical_smiles: CC(OC(=O)C1CC(=O)N(Cc2ccco2)C1)C(=O)Nc1cccc(C#N)c1 (stereo unspecified)
  L3MBTL1 block: -2%
canonical_smiles: Nc1nnc(SCC(=O)NNC(=O)c2ccccc2F)s1
  L3MBTL1 block: -3%
canonical_smiles: O=C(c1ccccc1)C(c1ccccc1)c1ccccc1
  L3MBTL1 block: 42%[activator]

(listing goes on)
mol	L3MBTL1 block
Cc1cc(C(=O)OCC(=O)Nc2ccccc2Cl)c(C)o1	-2%
Cc1ccc(NC(=O)CNC(=O)c2ccc(C)s2)nc1	5%
Cc1sc2nc(CSCC(=O)N3CC(C)OC(C)C3)[nH]c(=O)c2c1C (stereo unspecified)	1%
Cc1ccc(CNC(=O)C2CCCN2S(=O)(=O)c2ccc(F)cc2)cc1 (stereo unspecified)	27%
COC(=O)c1ccc(CNC(=O)Cn2cnc3c(SC)nc(N)nc32)cc1	0%
CC12CCC(=O)N1C(C(=O)NCc1ccc(Cl)cc1Cl)CS2 (stereo unspecified)	4%
CCOC(=O)c1c(NC(=O)COC(=O)c2nccnc2N)sc(C(=O)N(C)C)c1C	4%
Cc1ccc2nc(SCC(=O)Nc3ccc(Br)cc3)nc(=O)n2c1	-7%

(cont.)
mol	L3MBTL1 block
COc1ccc(-c2sc3ccc(N4CCOCC4)cc3c2C#CCCO)cc1	-9%
CC(C)(C)c1ccc(S(=O)(=O)N2CCN(CC(O)COCC3CCCO3)CC2)cc1 (stereo unspecified)	0%
Cc1ccc2nc(SCC(=O)NCc3ccco3)nc(=O)n2c1	-29%
NC(=O)c1ccc(NS(=O)(=O)c2ccc(Br)s2)cc1	3%
C[C@H](CO)N1C[C@H](C)[C@@H](CN(C)S(=O)(=O)c2ccccc2)Oc2ccc(NC(=O)Nc3ccc(C(F)(F)F)cc3)cc2C1=O	0%
COCCCN1C(=O)c2ccc(C(=O)OCC(=O)N3CCN(c4ccccc4)CC3)cc2C1=O	-3%
Cc1cnc(C(=O)OC(C)C(=O)c2c(C)[nH]c3ccccc23)cn1 (stereo unspecified)	9%
CCN(CC(=O)Nc1ccccc1C(F)(F)F)C(=O)CCSc1ccc(F)cc1	6%

More entries.
mol	L3MBTL1 block
CCOc1ccc(S(=O)(=O)Nc2cccc(C(=O)NCCCN3CCCC3=O)c2)cc1	-2%
COCCCN(C(=O)C(C)Oc1ccc(Br)cc1)c1c(N)n(Cc2ccccc2)c(=O)[nH]c1=O (stereo unspecified)	1%
C[C@H](CO)N1C[C@H](C)[C@@H](CN(C)Cc2ccc(-c3ccccc3)cc2)Oc2c(NS(=O)(=O)c3cn(C)cn3)cccc2C1=O	-6%
CSc1ccc(S(=O)(=O)NCC(=O)OCC(=O)N(C)Cc2ccccc2)cc1[N+](=O)[O-]	-7%
COc1cc(C(=O)NCC(=O)N2CCN(S(=O)(=O)c3ccccc3C(F)(F)F)CC2)cc(OC)c1OC	-1%
COc1ccc(-c2c(C(=O)O)c(-c3ccccc3)cn2C)cc1	-8%
COc1ccc(-c2cc3cc(OC)c(OC)cc3cn2)cc1	-5%
CCOc1ccc2nc(NC(=O)c3ccco3)sc2c1	0%

Later entries:
mol	L3MBTL1 block
CC(=O)Nc1ccc(C(=O)COC(=O)C2CC2)c(F)c1	10%
CCN(C(=O)CSc1nnc(Nc2ccc(OC)cc2)s1)C1CCS(=O)(=O)C1 (stereo unspecified)	1%
CSc1ncccc1C(=O)Nc1cccc(S(=O)(=O)N2CCCC2)c1	12%
CCOc1ccc(C(=O)NCC(=O)OCCCC(=O)c2ccc(F)cc2)cc1OCC	1%
O=C(COc1ncnc2sccc12)Nc1cccc(S(=O)(=O)N2CCOCC2)c1	4%
COc1ccc(-c2cc(C(=O)N(C)Cc3nc4ccccc4c(=O)[nH]3)c3ccccc3n2)cc1OC	5%
CC(C)(Oc1ccc(Cl)cc1)C(=O)NC1CC1	0%
Cc1ccc2nc(NC(=O)CN3C(=O)NC4(CCCCC4)C3=O)sc2c1	-2%

Carrying on.
mol	L3MBTL1 block
O=C(COC(=O)c1cnccn1)Nc1ncc(C(F)(F)F)cc1Cl	-3%
O=C(Nc1ccccc1)C1CCN(S(=O)(=O)c2ccc3c(c2)OCCO3)CC1	-1%
CC(C)CN(C(=O)COC(=O)CCCc1nc2ccccc2s1)c1c(N)n(Cc2ccccc2)c(=O)[nH]c1=O	5%
C#CCOCCOCCOCCNc1nc(N2CCN(C(=O)CCCCCCCCCCNC(=O)Cn3cc(CCCCCN)nn3)CC2)nc(N2CCN(C(=O)CCCCCCCCCCNC(=O)[C@@H](CCC(=O)O)n3cc(CCCCCN)nn3)CC2)n1	7%
COc1ccc(-c2nnn(CC(=O)NC(=O)NC3CCCCC3)n2)cc1OC	0%
COc1cc(C#Cc2c(-c3cncn3C)n(C)c3ccc(-c4ccc5cc[nH]c5c4)cc23)cc(OC)c1	-13%
Cc1c(NC(=O)C(C)OC(=O)COc2ccc(C#N)cc2)c(=O)n(-c2ccccc2)n1C (stereo unspecified)	16%
CCCc1cc(=O)[nH]c2nnc(SCC(=O)Nc3ccc(NC(C)=O)cc3)n12	-15%

Quoted from the results shown for reference:
mol	L3MBTL1 block
Cc1c(NC(=O)C(C)OC(=O)COc2ccc(C#N)cc2)c(=O)n(-c2ccccc2)n1C (stereo unspecified)	16%
CCCc1cc(=O)[nH]c2nnc(SCC(=O)Nc3ccc(NC(C)=O)cc3)n12	-15%

Structures shown so far that contain a COOH group (3):
mol	L3MBTL1 block
O=C(O)c1cc(NS(=O)(=O)c2ccc(F)cc2)cc(NS(=O)(=O)c2ccc(F)cc2)c1	-9%
COc1ccc(-c2c(C(=O)O)c(-c3ccccc3)cn2C)cc1	-8%
C#CCOCCOCCOCCNc1nc(N2CCN(C(=O)CCCCCCCCCCNC(=O)Cn3cc(CCCCCN)nn3)CC2)nc(N2CCN(C(=O)CCCCCCCCCCNC(=O)[C@@H](CCC(=O)O)n3cc(CCCCCN)nn3)CC2)n1	7%

Other entries.
mol	L3MBTL1 block
COC(=O)[C@]1(C)N[C@H](CN(C)C(C)=O)[C@@H]2C(=O)N(C)C(=O)[C@@H]21	1%
CCOc1ccccc1N1CCN(C(=O)CCNS(=O)(=O)c2ccccc2F)CC1	-4%
Cc1cc(Cl)ccc1NC(=O)CCN1C(=O)C2CCCCC2C1=O (stereo unspecified)	3%
FC(F)(F)c1cc(CO[C@@H]2CCCN[C@@H]2c2ccccc2)cc(C(F)(F)F)c1	13%
CC(=O)NS(=O)(=O)c1ccc(NC(=O)c2ccc(NC(=O)c3cccs3)cc2)cc1	-17%
Cc1ccc(NC(=O)C(C)OC(=O)CCC2CCCCC2)cc1 (stereo unspecified)	23%
C[C@@H]1CN([C@H](C)CO)C(=O)c2cccc(NS(=O)(=O)c3cccs3)c2O[C@H]1CN(C)Cc1ccccc1	2%

Bioassay records from PubChem BioAssay.
